Arrestin-AP2 inh – inhibitors of beta-arrestin/AP2 binding, primary screen, biochemical, GPCR trafficking, flow cytometry. 0.31% of 340,000 active. AID 504490, 2011. FITC-arrestin peptide / GST-AP2 beads; AP2 beta2 appendage carries R879A mutation. beta-arrestin 1 C-terminal peptide binding to AP2 beta2-adaptin appendage (human). inhibition, % at 10 µM;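 active = inhibition above a set limit, near 3 SD of compounds lacking own fluorescence, cut at about 54% in these data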;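 note: plate controls were DMSO wells for no effect and 5 µM unlabelled arrestin peptide for full effect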
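Assay system: GST-AP2 R879A bound to glutathione beads, E. coli-expressed; Medium: PBS with 0.05% Tween 20 and 0.1% BSA; Also added: fluorescein-tagged arrestin peptide at 50 nM final; Timing: 12 min plus 1 h, RT; Measured by: flow cytometry, FL1 (488/535 nm); Evaluation: percent drop in bead-associated FITC signal.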
Cardiac RTF inh – cardiac RTF calcium sensitivity inhibitors, primary screen, biochemical, IANBD-TnC fluorescence, EC70 calcium | Troponin I, cardiac muscle (Homo sapiens) + Troponin T, cardiac muscle (Homo sapiens) + … | IANBD-labeled cardiac RTF, Ca2+ fluorescence | inhibition, % at 7.15 µM | 0.12% of 340,000 active;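 active = inhibition above the mean inhibition of all tested compounds plus 3 SD, cut at about 17% in these data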;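 note: assay run at fixed EC70 calcium of 1.6 mM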
V-ATPase pH – regulators of yeast V-ATPase proton pumping, primary screen, pHLuorin cytosolic pH fluorescence. S. cerevisiae. response, % at 10 µM. 0.37% of 350,000 active. AID 504577, 2011; in the data active = response mostly above about 7.3%, no sharp cut-off; inactive = mostly below about 5.4%; note: actives read high; inactives centre near 0; some compounds called inactive have numbers as strong as hits; reference of the scale not given here
OPRM1-OPRD1 inv – inverse agonists of MOR-DOR heterodimerization, primary screen, cell-based, luminescence | Mu-type opioid receptor (Homo sapiens) + Delta-type opioid receptor (Homo sapiens), … | cell-based MOR-DOR heterodimer luminescence, inverse agonism | inhibition, % at 9.3 µM | 0.21% of 340,000 active; in the data active = inhibition above about 22%, passing the limit was not always enough;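 note: 0% = cells with DMSO and 100% = wells without cells with DMSO; values of inactives mirror those of a sister screen read the other way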
Target sequence (P35372 whole entry, looked up): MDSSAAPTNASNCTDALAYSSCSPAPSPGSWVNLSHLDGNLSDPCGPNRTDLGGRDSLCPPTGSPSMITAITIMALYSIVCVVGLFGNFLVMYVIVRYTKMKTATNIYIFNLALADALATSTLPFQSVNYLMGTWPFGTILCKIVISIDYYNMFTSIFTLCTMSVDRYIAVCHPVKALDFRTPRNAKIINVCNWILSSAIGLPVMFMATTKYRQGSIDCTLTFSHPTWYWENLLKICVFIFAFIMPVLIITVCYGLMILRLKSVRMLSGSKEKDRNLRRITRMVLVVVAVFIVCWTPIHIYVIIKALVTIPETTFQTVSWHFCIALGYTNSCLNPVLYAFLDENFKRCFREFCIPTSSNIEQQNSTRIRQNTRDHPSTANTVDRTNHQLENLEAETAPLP
Target sequence (P41143 whole entry, looked up): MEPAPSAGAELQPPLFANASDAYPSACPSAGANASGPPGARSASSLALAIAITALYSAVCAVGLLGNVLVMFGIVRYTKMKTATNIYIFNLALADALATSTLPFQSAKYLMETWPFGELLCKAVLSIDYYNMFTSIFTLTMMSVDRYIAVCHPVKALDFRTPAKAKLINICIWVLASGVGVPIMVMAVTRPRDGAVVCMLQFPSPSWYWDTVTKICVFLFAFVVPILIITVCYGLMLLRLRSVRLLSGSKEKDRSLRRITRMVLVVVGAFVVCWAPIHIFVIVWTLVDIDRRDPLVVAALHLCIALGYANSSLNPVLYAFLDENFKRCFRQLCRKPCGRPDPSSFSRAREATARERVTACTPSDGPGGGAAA
LANA DNA inh – inhibitors of KSHV C-LANA binding to DNA, primary screen, biochemical, fluorescence polarization, FAM-LBS DNA, MBP-C-LANA, single point; 0.078% of 340,000 active; inhibition, % at 9 µM; Kaposi's sarcoma herpesvirus LANA C-terminal domain (residues 932-1162) DNA binding;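 active = highest replicate inhibition at or above 60% at 9 µM, even if other replicates fall short; inactive = all replicates below 60% inhibition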;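 note: 0% = neutral control wells and 100% = 4 µM acridine orange control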
Wnt act – Wnt/beta-catenin pathway activators, primary screen, cell-based, plate reader, single point; Wnt/beta-catenin reporter cell assay, activator; activation, % at 9.35 µM; 1.2% of 300,000 active; AID 743398, 2014; in the data active = activation above about 30%, passing the limit was not always enough;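 note: 0% = neutral control wells and 100% = positive control wells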
MOR-DOR ag – agonists of OPRM1-OPRD1 heterodimerization, primary screen, cell-based, luminescence; Mu-type opioid receptor (Homo sapiens) + Delta-type opioid receptor (Homo sapiens), …; activation, % at 9.3 µM; AID 504326, 2011; cells; 0.3% of 340,000 active; in the data active = activation above about 18%;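 note: 0% = vehicle-treated cells and 100% = reference agonist; values of inactives mirror those of a sister screen read the other way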
RTF Ca sens act – cardiac RTF calcium sensitivity activators, primary screen, biochemical, IANBD-TnC fluorescence, EC20 calcium; Troponin I, cardiac muscle (Homo sapiens) + Troponin T, cardiac muscle (Homo sapiens) + …; IANBD-labeled TnC RTF fluorescence at EC20 calcium; 0% EC20 calcium, 100% full calcium; activation, % at 7.2 µM; 0.24% of 340,000 active;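 active = activation above the mean over all tested compounds plus 3 SD, cut at about 30% in these data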;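 note: rise in fluorescence read as greater calcium sensitivity of cardiac thin filaments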
DSG3 Ab inh – inhibitors of pemphigus antibody binding to DSG3, primary screen, biochemical, bead-based, flow cytometry, scFv-GFP | Desmoglein-3 (Homo sapiens), P32926 | DSG3-coupled beads, scFv-anti-DSG3-GFP binding; active compounds read low | binding (percent of control), % at 10 µM | 0.48% of 310,000 active;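 active = binding more than 3 SD below its plate's average and above zero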;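 note: hits lower antibody fragment binding to DSG3; some compounds called inactive have numbers as strong as hits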
Keap1 Nrf2 FP – Keap1-Nrf2 protein-protein interaction inhibitors, primary screen, biochemical, fluorescence polarization, single point; Kelch-like ECH-associated protein 1 (Homo sapiens), Q14145; Keap1 Kelch-Nrf2 peptide fluorescence polarization, 1536-well; inhibition, % at 9.4 µM; 0.15% of 340,000 active; in the data active = inhibition above about 12%;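 note: human Keap1 Kelch domain with fluorescein labeled Nrf2 9mer peptide probe; 0% = neutral control wells and 100% = peptide positive control; higher means more block of Keap1 binding to Nrf2 peptide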
The depositor's hits bear a star; / = no result given.

SMILES | Arrestin-AP2 inh | Cardiac RTF inh | V-ATPase pH | OPRM1-OPRD1 inv | LANA DNA inh | Wnt act | MOR-DOR ag | RTF Ca sens act | DSG3 Ab inh | Keap1 Nrf2 FP
COC(=O)c1c(O)c2ccccc2[nH]c1=O | 6 | 2 | 2 | 8 | 0.2 | 2 | -1.6 | -2 | 102 | -3
CC1(C)CC(=O)C(C=NCCN2CCN(CC(=O)Nc3ccc(Cl)cc3)CC2)=C(O)C1 | 42 | 0 | -2 | 6 | -1.7 | -2 | -1.1 | -1 | 103 | 1
CCN(CC(=O)NCCc1ccc(Cl)cc1)Cc1nc2ccccc2c(=O)[nH]1 | -1 | -8 | -5 | 8 | 0.2 | -2 | -1.6 | 1 | 116 | 0
CCCn1nnc(NC(=O)c2cc(Br)ccc2OC)n1 | 13 | -4 | 1 | 4 | 1.9 | -14 | -0.9 | 9 | 129 | -4
Cc1c(CC(=O)NCCC(C)C)c(=O)oc2cc3c(cc12)CCC(C)(C)O3 | -6 | -7 | 3 | 3 | 0.4 | -1 | -0.5 | -5 | 98 | -4
CC1=C(C(=O)OC(C)C)C(c2ccc(N(C)C)cc2)C2=C(CC(C)(C)CC2=O)N1 (centres undefined) | 27 | -10 | 0 | 2 | -0.6 | -4 | -0.4 | -8 | / | 2
COc1ccc(N(CC(=O)Nc2ccc(F)cc2F)S(=O)(=O)c2c(C)nn(C)c2C)cc1 | 17 | 4 | 1 | 20 | -0.1 | -1 | -3.8 | -4 | 105 | 1
Cc1oc2nc(SCC(=O)NCCCO)nc(N)c2c1C | 3 | -4 | 2 | -5 | 0.2 | -8 | 1.1 | 4 | 99 | -2
Cc1ccc(C)c(N2CCN(C(=O)CCS(=O)(=O)c3cccc4nonc34)CC2)c1 | 18 | -11 | 3 | 2 | -2.8 | -4 | -0.4 | -1 | 104 | 1
O=C(c1cc(COc2ccccc2)on1)N1CCCC(OCc2cccnc2)C1 (centres undefined) | 7 | 6 | -3 | 18 | 0.3 | -2 | -3.5 | 4 | 113 | -2
O=C(NCC1CCCO1)c1c(O)nc2sccn2c1=O (centres undefined) | 9 | -14 | -3 | 13 | 0.8 | -1 | -2.6 | 17 | 103 | 0
O=C(COC(=O)c1ccc(Cl)cc1O)NCCN1C(=O)CSC1=O | 18 | -5 | 4 | 9 | 1.1 | 1 | -1.7 | 2 | 98 | -7
O=c1[nH]c2ccc(S(=O)(=O)N3CCCCC3)cc2[nH]1 | 8 | -2 | -4 | 4 | 0.9 | -2 | -0.7 | 4 | 100 | 2
Cn1nc(NC(=O)C2CCC2C(=O)O)c2c(F)cccc21 (centres undefined) | 30 | -7 | / | 4 | 1.8 | 11 | -0.8 | 26 | 108 | -4
CCC(C)(C)NC(=O)CN(C(=O)CCC(=O)Nc1nccs1)c1cccc(C)c1C | 3 | -13 | 2 | -1 | -0.5 | -1 | 0.1 | 9 | 112 | -1
COc1ccc(-c2noc3c2-c2nc(-c4c(F)cccc4F)sc2CC3)cc1 | 21 | 4 | 1 | 17 | -0.8 | -3 | -3.0 | -5 | 105 | 3
COc1ccccc1-n1cc(-c2ccc(Br)cc2)[nH]c1=S | -3 | -10 | 0 | 5 | -2.9 | 8 | -1.1 | 7 | 106 | -8
COc1ccccc1C=NC(CO)C(O)c1ccc([N+](=O)[O-])cc1 (centres undefined) | -2 | 0 | 1 | 14 | -1.8 | -2 | -3.3 | 3 | / | -3
CC1(C)CC(=O)C2=C(C1)Oc1ncn(CCCn3ccnc3)c(=N)c1C2c1ccccc1 (centres undefined) | -3 | -7 | 1 | 1 | -0.5 | -4 | -0.2 | 0 | 110 | -4
COc1cc2[nH]c(=O)n(CCC(=O)NCc3cccnc3)c(=O)c2cc1OC | 8 | 2 | -2 | 10 | 0.4 | -7 | -1.9 | 2 | / | -5
CCOC(=O)N1CCN(c2c(-c3ccc(C(C)C)cc3)c(=O)c2=O)CC1 | 4 | 13 | 3 | -7 | 0.3 | / | 1.2 | 5 | / | -5
COc1ccc(NC(=O)c2cc(C)nc3ccccc23)c(OC)c1 | -15 | -4 | -4 | 6 | 1.9 | -2 | -1.3 | -2 | 114 | 1
O=C(CC(Sc1n[nH]c(-c2ccccc2)n1)c1ccccc1)NCc1ccccc1 (centres undefined) | -3 | -6 | 1 | -1 | 0.8 | -2 | 0.2 | 3 | 99 | 0
Cc1cc(N/N=C/c2ccc3c(c2)OCO3)nc2ccccc12 | 25 | 3 | 1 | 2 | -0.7 | -1 | -0.4 | -7 | 116 | 2

Part of the list above in order of formula weight, ascending.
SMILES | Arrestin-AP2 inh | Cardiac RTF inh | V-ATPase pH | OPRM1-OPRD1 inv | LANA DNA inh | Wnt act | MOR-DOR ag | RTF Ca sens act | DSG3 Ab inh | Keap1 Nrf2 FP
COc1ccc(NC(=O)c2cc(C)nc3ccccc23)c(OC)c1 | -15 | -4 | -4 | 6 | 1.9 | -2 | -1.3 | -2 | 114 | 1
CCCn1nnc(NC(=O)c2cc(Br)ccc2OC)n1 | 13 | -4 | 1 | 4 | 1.9 | -14 | -0.9 | 9 | 129 | -4
COc1cc2[nH]c(=O)n(CCC(=O)NCc3cccnc3)c(=O)c2cc1OC | 8 | 2 | -2 | 10 | 0.4 | -7 | -1.9 | 2 | / | -5

The list goes on:
SMILES | Arrestin-AP2 inh | Cardiac RTF inh | V-ATPase pH | OPRM1-OPRD1 inv | LANA DNA inh | Wnt act | MOR-DOR ag | RTF Ca sens act | DSG3 Ab inh | Keap1 Nrf2 FP
CC(OC(=O)CCCN=C1NS(=O)(=O)c2ccccc21)C(=O)Nc1ccccc1[N+](=O)[O-] (centres undefined) | 25 | 15 | 1 | -25 | -3.3 | -3 | 3.7 | 12 | 101 | -2
Nc1ccc(N2CCN(c3cccc(Cl)c3)CC2)cc1 | 7 | -7 | 0 | -3 | 1.2 | / | 0.4 | -5 | 96 | 0
COc1ccc(C2C(C(=O)N3CCCC3)CC(=O)N2c2ccc(OC)cc2)cc1 (centres undefined) | -11 | 8 | 2 | 11 | 0.2 | -3 | -1.9 | -6 | / | -2
Cc1ccc(NC(=O)C(=O)c2c[nH]c3ccccc23)cc1 | 16 | 2 | 2 | -14 | -4.4 | 64* | 3.0 | -1 | 98 | -4
O=C(c1cc(COc2ccc(F)c(F)c2)on1)N1CCN(C/C=C/c2ccccc2)CC1 | 6 | 3 | 3 | -24 | -0.2 | 2 | 4.7 | 4 | / | -2
O=C(C1CCCN1S(=O)(=O)c1ccc(Cl)cc1)N1CCCCC1 (centres undefined) | -5 | 5 | -2 | 11 | -0.6 | -2 | -2.1 | -3 | 115 | -6
Cc1ccc(NC(=O)c2ccc([N+](=O)[O-])o2)cc1S(=O)(=O)N1CCOCC1 | -29 | / | -1 | / | -0.6 | / | / | / | 104 | 1
O=C(O)c1ccn(Cn2cnc3ccccc32)n1 | 12 | -2 | 4 | 5 | -1.3 | / | -1.1 | -3 | 103 | 0
Cc1ccc(-c2cc(C(=O)NC3CCN(Cc4ccccc4)CC3)c3ccccc3n2)cc1 | 35 | 8 | 2 | -1 | -0.5 | -3 | 0.2 | -4 | 112 | -4
COC(=O)c1ccc(NC(=O)CN(c2ccc(OC)cc2)S(C)(=O)=O)cc1 | 19 | -7 | -6 | 17 | 2.7 | / | -3.2 | -1 | 107 | 1
CNc1snc(C)c1C(=O)OCC(=O)Nc1ccc(C)cc1F | -4 | -2 | 0 | -14 | 0.1 | -6 | 2.6 | -6 | 97 | 3
O=C(c1ccco1)N1CCN(Cc2cccc(F)c2)CC1 | -3 | -1 | -81 | 9 | 2.3 | -4 | -1.7 | -8 | 101 | -1
CC(C)c1ccc(CNC(=O)C2CCCN2S(=O)(=O)c2ccccc2)cc1 (centres undefined) | 2 | 2 | -4 | 6 | 0.5 | -1 | -1.3 | -2 | 112 | -5
CN(C)/C=C/C(=O)c1ccccc1OCc1cnc(Cl)s1 | -3 | -6 | -3 | 5 | -1.7 | -2 | -0.9 | 5 | 95 | -4
COc1ccc(-c2c[n+](CC(=O)OC3CC(C)CCC3C(C)C)c3n2CCC3)cc1 (centres undefined) | 6 | 5 | 3 | 2 | 0.4 | -3 | -0.3 | -6 | 112 | 4
COc1ccc(-c2cccc([C@H]3[C@@H]4C=CCC[C@@]4(C)C(=O)N3Cc3ccccc3)c2)cc1 | -3 | 6 | -2 | -7 | 0.4 | 0 | 1.1 | 0 | 107 | -1
O=C(CCN1C(=O)c2ccccc2C1=O)N1CCC(c2ccccc2)C1 (centres undefined) | 9 | -9 | 0 | 13 | -1.0 | / | -2.4 | 5 | 105 | 1
Cc1ccc(N2CCN(S(=O)(=O)c3ccc(-n4cnnn4)cc3)CC2)c(C)c1 | -5 | -6 | 8 | 5 | 0.5 | -1 | -1.0 | 2 | / | -2
CCC(C)C(=O)Nc1nnc(SCC(=O)Nc2ccccc2F)s1 (centres undefined) | 24 | -9 | -4 | 3 | -3.0 | 0 | -0.6 | -2 | 110 | 2
C=CCn1c(SCC(=O)Nc2cccc(C)c2)nnc1-c1cnccn1 | 18 | -3 | 0 | 8 | 0.6 | / | -1.5 | -2 | 98 | 1
Cc1nc(CC(=O)N2CCN(c3cccc(C)c3C)CC2)cs1 | -1 | -7 | 1 | 6 | 1.7 | / | -1.4 | 4 | 100 | 1
O=C(CCC(=O)N1CCSc2ccccc21)NCc1cccc(Br)c1 | 13 | -8 | 0 | 11 | 1.9 | -1 | -2.1 | 5 | 109 | -3
CCO[C@@H]1OC(C(N)=O)=C[C@H](c2cn(C(C)=O)c3ccccc23)[C@H]1CCCO | 0 | 4 | -3 | 15 | -1.5 | 0 | -2.5 | -1 | 100 | 2
O=C(O)c1ccccc1Cc1nc2cc(Cl)ccc2c(=O)[nH]1 | 3 | -12 | 1 | 10 | -2.5 | 1 | -2.1 | 14 | 98 | 2
COC(=O)C1C2C=CC3(CN(Cc4cccs4)C(=O)C13)O2 (centres undefined) | 11 | -14 | 6 | 1 | -0.3 | -3 | -0.2 | -4 | 77 | 1
CCOC(=O)c1sc2ncn(CC(=O)Nc3cc(C)on3)c(=O)c2c1C | 63* | 0 | -5 | 3 | -0.7 | 13 | -0.7 | 0 | 103 | 1
CN1C(=O)C(CCC(=O)O)NC1=S (centres undefined) | -1 | -1 | 1 | 21 | 0.2 | 9 | -4.1 | 4 | 86 | -2
Cc1ccc(NC(=O)N2CCCC(c3ccccc3)C2)cc1 (centres undefined) | -16 | -10 | 1 | 2 | 2.0 | 5 | -0.3 | 6 | 96 | 3
